# Assay outcomes deposited in PubChem by several laboratories.
# T cell HTS – modulates CD8 T cell binding to vesicles. 0.068% of 330,000 active. AID 2052. calls only at 7 µM. 2C CD8+ T cell-vesicle binding, flow cytometry; active compounds read low;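 active = response, share of CD8 T cells binding vesicles, and their 90th percentile fluorescence all below set limits, cut at about 80% in these data, passing the limit was not always enough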
#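 Material: murine 2C transgenic CD8+ T lymphocytes / Also added: QL9-peptide-loaded Drosophila micro-vesicles bearing Ld, ICAM-1 and B7-1 / Schedule: binding step 1.5 h, 37 °C, antibody labelling 20 min, ice / Signal: flow cytometry, PE anti-B7-1 (FL2) versus Alexa647 anti-CD8 (FL8), PFA-fixed / Evaluation: percent CD8+ FL2 mean versus row control / Benchmarks: naked versus QL9-loaded vesicles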
# PhoP inhibition – inhibitors of PhoP regulon expression, primary screen, Salmonella Typhimurium, GFP reporter (AID 1863); inhibition, % at 50 µM; hits with a dose series show IC50 in µM; S. Typhimurium PhoP-regulated promoter GFP reporter, 4 h; higher % means a stronger effect; 0.16% of 300,000 active;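 active = inhibition over 29.93%, a cutoff 3 SD above the screen mean, later confirmed by dose response; inconclusive = inhibition over 29.93% but no dose response follow-up; inactive = inhibition at most 29.93% or unconfirmed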;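 note: 0% = low Mg2+ inducing control and 100% = high Mg2+ repressing control; strong numbers were not always called active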
# b-catenin transl – beta-catenin nuclear translocation modulation; 0.3% of 190,000 active; HeLa beta-catenin nuclear translocation, immunofluorescence imaging; nuclear translocation activity, % at 5 µM;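 active = nuclear translocation activity above 50% at 5 µM, with a well cell count of 50 or more; inconclusive = wells under 50 cells across six images, flagged as toxic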;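 note: per-cell ratio of nuclear to cytoplasmic median beta-catenin stain intensity; plate controls were DMSO negative control for no effect and GSK-3 inhibitor IX positive control for full effect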
#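 System: HeLa cells, endogenous beta-catenin; compound dosing: 5 µM primary single dose, 0.1% DMSO, 0.02–20 µM confirmation series; incubation: 24 h compound exposure at 37°C, 5% CO2; signal: beta-catenin immunofluorescence imaging with DAPI; evaluation: % activation, nuclear-to-cytoplasmic median beta-catenin signal ratio per cell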
# Myeloid diff MLP – compounds promoting myeloid differentiation. calls only at 10 µM. ER-HoxA9 myeloid progenitors, lysozyme-GFP differentiation, flow cytometry. 1% of 360,000 active;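 active = normalized GFP-positive differentiation at or above the plate's own cutoff, the solvent-only control mean plus 3 SD; inconclusive = no clear call, values can overlap the other calls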;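 note: cells exposed to compound for four days before flow analysis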
# WT yeast gro inh – growth inhibition of WT yeast, mitochondrial fusion screen. mitochondrial fusion phenotypic screen, WT strain. inhibition, % at 10 µM. 2.1% of 190,000 active; in the data active = inhibition above about 58%; tested in S. cerevisiae
# RSV antiviral HEp-2 – inhibition of RSV-induced cytopathic effect – HEp-2 cells, primary 10 µM value included (AID 2391). 0.13% of 310,000 active. CPE inhibition, % at 10 µM, or IC50 in µM where a hit was titrated. HEp-2 cells, RSV-induced CPE inhibition; higher % means a stronger effect; in the data active = a potency from the dose series; inconclusive = CPE inhibition mostly from about 23% at the one dose, without a potency; inactive = the rest, 99 in 100 with CPE inhibition below about 21%; note: strong numbers were not always called active
# West Nile virus CPE – inhibition of WNV-induced cytopathic effect – cell-based, CPE readout (AID 1621) | 0.02% of 290,000 active | one-dose CPE inhibition, % at 10 µM; IC50 in µM for titrated hits | West Nile virus-infected cells, CPE inhibition; higher % means a stronger effect; in the data active = a potency from the dose series; inconclusive = CPE inhibition mostly from about 3.7% at the one dose, without a potency; inactive = the rest, 99 in 100 with CPE inhibition below about 2.2%; note: strong numbers were not always called active
# SV40 large T antigen – TAg ATPase/helicase activity blockers – biochemical (AID 1903) | 0.39% of 310,000 active | one-dose inhibition, % at 20 µM; IC50 in µM for titrated hits | SV40 large T antigen ATPase/helicase inhibition assay; higher % means a stronger effect; in the data active = a potency from the dose series; inconclusive = inhibition mostly from about 32% at the one dose, without a potency; inactive = the rest, 99 in 100 with inhibition below about 32%; note: strong numbers were not always called active
# Rac1 GTP hydrolysis – MgcRacGAP GTPase-activating activity inhibitors, confirmation, biochemical, ADP Hunter fluorescence; 0.6% of 340,000 active; MgcRacGAP-stimulated Rac1 GTP hydrolysis, ADP Hunter fluorescence; higher % means a stronger effect; GST-tagged Rac1 F28L mutant substrate; AID 624330; one-dose inhibition, % at 30 µM; IC50 in µM for titrated hits;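 active = first-screen hits whose inhibition reached a set limit at any dose in the follow-up dose series; inconclusive = inhibition above the set first-screen limit but never retested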;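 note: fluorescence reports GDP produced by GAP-driven GTP hydrolysis; strong numbers were not always called active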
# WT yeast gro inh mutant strain – second read-out of WT yeast gro inh, no call of its own (marks repeat the call); inhibition, %; mitochondrial fusion phenotypic screen, mutant strain inhibition
# b-catenin transl cell count 5 µM – recorded beside b-catenin transl, whose call it bears; cell count; measured here: cell count, cytotoxicity flag
# T cell HTS vesicle-bound % – also measured in T cell HTS; calls as there; double positive events, %; measured here: CD8+ vesicle-bound cell fraction;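 binding gate set so that unloaded-vesicle control wells show 10% double positive cells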
# Myeloid diff MLP GFP+ MAC1+ % – further read-out of Myeloid diff MLP, marked with its call; GFP+ MAC1+ double positive, %; measured here: differentiation confirmed by MAC1 staining
# * = called active by the depositor; i = inactive; ? = inconclusive; . = no result given. Not a hit list. Share with any hit: about 3.6%.
# A first look:
SMILES,T cell HTS,T cell HTS vesicle-bound %,PhoP inhibition,b-catenin transl,b-catenin transl cell count 5 µM,Myeloid diff MLP,Myeloid diff MLP GFP+ MAC1+ %,WT yeast gro inh,WT yeast gro inh mutant strain,RSV antiviral HEp-2,West Nile virus CPE,SV40 large T antigen,Rac1 GTP hydrolysis
O=C(Cn1nnc(-c2cccs2)n1)NCc1ccccc1,i,59,4%,-2.0,1008,i,0.8,2,3,2.3%,-0.1%,26%,-1%
Cc1cn2c(nc1=O)OC1CC2OC1CO (centres undefined),i,33,-7%,-1.1,1289,i,0.9,.,.,1.4%,0.1%,10%,0%
NC(=O)CSc1nc2c(c(=O)n1-c1ccccc1)C1(CCCCC1)Cc1ccccc1-2,i,38,5%,-1.5,1081,i,0.7,31,1,5.5%,-1.2%,5%,6%
COc1ccc(-n2nc3c(N4CCC(C(=O)NCc5ccccc5C)CC4)nnc(C)c3c2C)cc1,i,46,-6%,.,.,i,1.3,.,.,-1.9%,-1.4%,6%,7%

# The list itself, from the start:
SMILES,T cell HTS,T cell HTS vesicle-bound %,PhoP inhibition,b-catenin transl,b-catenin transl cell count 5 µM,Myeloid diff MLP,Myeloid diff MLP GFP+ MAC1+ %,WT yeast gro inh,WT yeast gro inh mutant strain,RSV antiviral HEp-2,West Nile virus CPE,SV40 large T antigen,Rac1 GTP hydrolysis
O=C(Cn1nnc(-c2cccs2)n1)NCc1ccccc1,i,59,4%,-2.0,1008,i,0.8,2,3,2.3%,-0.1%,26%,-1%
Cc1cn2c(nc1=O)OC1CC2OC1CO (centres undefined),i,33,-7%,-1.1,1289,i,0.9,.,.,1.4%,0.1%,10%,0%
NC(=O)CSc1nc2c(c(=O)n1-c1ccccc1)C1(CCCCC1)Cc1ccccc1-2,i,38,5%,-1.5,1081,i,0.7,31,1,5.5%,-1.2%,5%,6%
COc1ccc(-n2nc3c(N4CCC(C(=O)NCc5ccccc5C)CC4)nnc(C)c3c2C)cc1,i,46,-6%,.,.,i,1.3,.,.,-1.9%,-1.4%,6%,7%
O=S(=O)(NCc1ccccc1Cl)c1ccc(-n2cccn2)cc1,i,56,-8%,.,.,i,2.9,.,.,4.2%,-0.7%,8%,5%
CC(=O)c1ccc(-c2ccc(C(=O)N3CCC(C(N)=O)CC3)o2)cc1,i,61,4%,.,.,i,0.7,.,.,1.2%,.,9%,-1%
C[C@@H](NC(=O)[C@@H]1Cc2ccccc2CN1C(=O)OC(C)(C)C)C(=O)NC1CCCC1,i,53,-3%,.,.,?,.,.,.,0.7%,0.3%,6%,-7%
CC(=O)Nc1nc2ccccc2n1CCN(C)C,i,42,-2%,-3.6,1013,i,0.1,14,2,0.0%,0.1%,2%,-2%
COc1cccc(CNC(=O)C2CCN(S(=O)(=O)c3ccc(-n4cnnn4)cc3)CC2)c1,i,23,4%,.,.,i,0.2,.,.,0.4%,0.0%,-3%,-1%
O=C(CSc1nc2ccccc2[nH]1)c1ccco1,i,56,12%,-2.5,932,i,0.7,-17,-6,-0.4%,0.1%,4%,6%
CC(Oc1ccc(F)cc1F)C(=O)NNC(=S)NCC1CCCO1 (centres undefined),i,20,-1%,.,.,i,0.4,.,.,3.5%,1.6%,14%,10%
O=C(O)c1ccc(NC(=O)c2ccc3c(c2)C(=O)N(c2ccccc2)C3=O)cc1,i,30,7%,.,.,i,0.6,.,.,1.1%,-0.4%,26%,7%
Cc1cccc(C)c1OCC(=O)Nc1cccc(S(=O)(=O)N2CCCC2)c1,i,16,-2%,.,.,i,0.5,.,.,9.1%,.,32%,11%
O=C(O)C1C2C=CC(C2)C1C(=O)NC(c1ccccc1)c1ccccc1 (centres undefined),i,17,3%,-2.0,1187,i,5.9,-8,-39,.,-0.4%,5%,-1%
CCn1nc(C(=O)Nc2ccc(S(=O)(=O)Nc3nccs3)cc2)c2ccccc2c1=O,i,12,-3%,-9.0,1169,i,2.0,7,1,-1.0%,.,.,-4%
Cc1cc2nc(-c3ccc(SCC(=O)N4CCc5ccccc54)nc3)[nH]c2cc1C,i,49,10%,1.3,1320,i,3.9,18,5,1.9%,0.3%,6%,7%
Cc1cccc(N/C(N)=N/c2nc(CSc3ccc(Cl)cc3)cc(=O)[nH]2)c1,i,33,1%,1.0,1272,.,.,.,.,-0.6%,1.5%,8%,.
C=C[C@H]1[C@H](OC2OC(CO)C(O)C(O)C2O)OC=C(C(=O)OC)[C@H]1C[C@H]1CC(=O)C[C@H](CC(=O)CCc2ccc(O)cc2)O1 (some centres undefined),i,31,-4%,.,.,.,.,.,.,2.1%,1.3%,32%,.
COc1ccc(NC(=O)CSCC(=O)N2CCN(c3cccc(C(F)(F)F)c3)CC2)cc1,i,34,.,.,.,i,0.8,.,.,1.3%,.,.,7%
Cc1ccc(SCCN)cc1C,i,43,0%,1.3,1116,i,0.0,-3,-4,-0.5%,0.0%,18%,14%
COc1ccc(CCn2c(-c3ccco3)nc3nc4ccccc4nc32)cc1,i,45,1%,.,.,i,0.4,13,1,2.8%,-0.3%,22%,6%
CC(=O)c1ccc(NC(=O)C2CCCN(S(=O)(=O)c3ccc(-n4cnnn4)cc3)C2)cc1 (centres undefined),i,37,3%,.,.,i,0.5,.,.,2.4%,0.0%,8%,4%
CC(NC(=O)c1ccccc1NS(=O)(=O)c1ccc(CCC(=O)O)cc1)c1ccccc1 (centres undefined),i,27,-5%,.,.,i,3.8,.,.,1.7%,0.1%,2%,6%
CCCCC(=O)Nc1ccc(NC(=S)NC(=O)c2ccco2)cc1OC,i,62,0%,-0.6,1258,i,0.6,.,.,1.0%,0.3%,15%,.
C=CCc1cc(Cl)ccc1OC(=O)Nc1cccc(Cl)c1,i,52,1%,-1.1,1297,i,0.5,.,.,7.9%,-0.3%,13%,6%
O=C(Nc1ccccc1N1CCOCC1)c1cccc(Oc2ccccc2)c1,i,59,-1%,.,.,i,0.4,.,.,?,-0.8%,5%,7%
Cc1cccc(Sc2ccc([N+](=O)[O-])cn2)c1,i,55,-5%,-0.9,537,i,0.3,-8,-8,0.7%,-0.1%,8%,10%
O=C(NCC1CCCCC1)c1cc(S(=O)(=O)N2CCCCC2)ccc1N1CCOCC1,i,36,-8%,-4.7,992,i,0.4,-2,12,1.2%,-1.0%,8%,1%
COc1ccccc1N1CCN(C(=O)CSc2nc3ccccc3[nH]2)CC1,i,9,-5%,-0.8,1119,i,6.6,21,25,-0.6%,0.1%,5%,7%
CCOc1ccc(NC(=O)NNC(=O)c2ccc(CC)s2)cc1,i,27,1%,2.4,1426,i,0.2,7,-11,-0.1%,-0.1%,7%,7%
O=C(Cc1ccccc1)Nc1cccc(C(=O)N/N=C/c2ccco2)c1,i,40,-7%,.,.,i,0.3,-7,-5,1.6%,-0.5%,5%,1%
O=C(O)/C=C\C(=O)NNC(=O)c1cc(-c2ccccc2)n[nH]1,i,38,-1%,-2.1,1023,i,0.3,.,.,2.0%,0.1%,20%,12%
CCOc1ccc(Cl)cc1S(=O)(=O)N1CCC(C(=O)NCc2ccccn2)CC1,i,9,-2%,.,.,i,0.5,.,.,0.5%,-0.9%,-3%,4%
COc1ccccc1C1CN(c2ccc(F)cc2F)N=C1c1cccs1 (centres undefined),i,7,-8%,.,.,i,0.3,79*,36*,12%,-0.6%,1%,8%
CCOc1ncccc1C(=O)OCC(=O)c1cc(OC)c(OC)c(OC)c1,i,24,-6%,-1.3,1315,i,0.2,.,.,-1.0%,0.2%,21%,-9%
CCn1nnnc1-c1ccc(OC)c(S(=O)(=O)Nc2ccc(C)c(C)c2)c1,i,40,-2%,.,.,i,0.8,1,-13,1.9%,.,13%,6%
CC12CN3CC(C)(CN(C1)C3c1ccccc1F)C2 (centres undefined),i,28,-14%,-0.7,1201,i,0.4,.,.,0.4%,-0.2%,3%,-4%
Cc1ccc(S(=O)(=O)N2CCc3ccccc3C2CC(=O)O)cc1 (centres undefined),i,6,2%,2.4,1272,i,0.7,.,.,0.3%,0.5%,-2%,-14%
O=C(CN1C(=O)/C(=C/c2ccccc2Cl)SC1=S)NC1CCS(=O)(=O)C1 (centres undefined),i,41,-1%,.,.,i,0.3,.,.,0.2%,0.2%,15%,7%
CCS(=O)(=O)N1CCN(CC(=O)NC2CCCCC2)CC1,i,48,0%,0.3,1020,i,0.1,12,10,2.0%,-0.3%,5%,8%
Cn1c(N)c(S(=O)(=O)N2CCN(c3ccccc3)CC2)c(=O)n(C)c1=O,i,64,1%,-0.2,1162,i,0.2,-12,-2,1.6%,0.2%,23%,4%
CC(=O)N(C(C)=O)c1cccc2c(N(C(C)=O)C(C)=O)cccc12,i,36,-1%,-0.4,1045,i,0.9,2,2,-0.7%,0.3%,5%,4%
CC(C)CN(C(=O)CN1CCN(S(=O)(=O)c2ccccc2)CC1)c1c(N)n(CC(C)C)c(=O)[nH]c1=O,i,49,-13%,-2.9,546,i,0.9,-8,-10,1.0%,0.1%,3%,-3%
COc1ccc(C2SCCN2S(=O)(=O)c2ccc(F)cc2)cc1OC (centres undefined),i,9,9%,-3.3,1104,i,8.2,-12,-6,4.9%,-0.2%,-1%,6%
Cc1ccc(NC(=O)Nc2ncnc3nc[nH]c23)cc1,i,54,-13%,-0.6,1258,i,0.5,.,.,-2.3%,0.3%,8%,10%
Cc1cc(OCCOc2cccc3cccnc23)c(C)cc1Cl,i,45,-7%,.,.,i,0.4,15,20,1.5%,0.0%,10%,3%
O=C(NC(=O)N1CCN(c2ccc([N+](=O)[O-])cn2)CC1)c1c(Cl)cccc1Cl,i,39,-8%,-0.2,1401,.,.,.,.,2.0%,0.1%,11%,.
COc1ccc(CNC(=O)C2=CC(c3ccc(OC)cc3)=NS(=O)(=O)N2C)cc1,i,23,.,.,.,i,2.9,.,.,0.8%,0.9%,-1%,-1%
